# PKA-R1A act: activators of PKA-R1A complex | PKA-R1A dissociation, Cy5-IP20 fluorescence polarization; scaled: DMSO 0%, 113 µM cGMP 100% | activation, % at 11.4 µM | 340,000 compounds, 0.083% hits;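 active = percent activation above the mean of all tested compounds plus 3 SD, cut at about 19% in these data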;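 also: higher means more PKAc released from R1A so a rise in polarization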
# HTR5A ag: activates human HTR5A in OPRM1-OPRD1 agonist counter-screen; P47898; HTR5A agonist assay, luminescence, cell-based; activation, % at 9.3 µM; 340,000 compounds, 0.61% hits; AID 504692; in the data active = activation mostly above about 9.5%, no sharp cut-off; inactive = mostly below about 7.6%;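 also: 0% = cells with vehicle only and 100% = reference agonist; strong numbers were not always called active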
# AddAB inh: less growth of phage-infected E. coli with AddAB; E. coli expressing H. pylori AddAB, absorbance growth; inhibition, % at 11.9 µM; 330,000 compounds, 0.29% hits; AID 435030; in the data active = inhibition above about 12%;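 also: 0% = vehicle wells of infected cells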
# Mot1-301 SUMO: inhibitors of SUMOylation pathway: yeast Mot1-301 growth rescue | S. cerevisiae Mot1-301 growth rescue, ATP luminescence, 38.5C; percent above DMSO median, 100 means doubled | 320,000 compounds, 1% hits | growth rescue, % at 18.8 µM;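 active = every valid replicate shows activation above 250% relative to neutral control wells; inactive = the rest, any valid replicate at or below 250%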;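 also: OY570 slx delta 5 strain wells were the positive control but not used for scaling; some compounds called inactive have numbers as strong as hits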
# PfHsp90 yeast 2: growth inhibition of yeast expressing Plasmodium Hsp90; S. cerevisiae expressing PfHsp90, BacTiter-Glo ATP, 48 h; yeast lacking PDR1 and PDR3 efflux regulators; inhibition, % at 9.4 µM; 310,000 compounds, 0.32% hits; AID 504621;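 active = every replicate shows inhibition above about 80%, whatever the replicate mean, limit read from the data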;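 also: 0% = DMSO neutral controls and 100% = 20 µM radicicol positive controls; yeast relying on Plasmodium falciparum Hsp90 in place of its own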
# OPRM1-OPRD1 ag: OPRM1-OPRD1 heterodimerization agonism; cells, luminescence; activation, % at 9.3 µM; 340,000 compounds, 0.3% hits; in the data active = activation above about 18%;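 also: 0% = vehicle-treated cells and 100% = reference agonist; values of inactives mirror those of a sister screen read the other way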
# HTR5A inv ag: inverse agonist of human HTR5A in OPRM1-OPRD1 counter-screen. HTR5A cell line, luminescence, inverse agonism. inhibition, % at 9.3 µM. P47898. 340,000 compounds, 0.083% hits; in the data active = inhibition mostly above about 23%, no sharp cut-off; inactive = mostly below about 18%;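 also: 0% = cells with DMSO and 100% = no-cell wells with DMSO; some compounds called inactive have numbers as strong as hits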
# phage Ecoli inh: E. coli growth loss with phage present. AID 651602. inhibition, % at 11.9 µM. growth absorbance. 360,000 compounds, 0.26% hits; in the data active = inhibition above about 11%
# Pemphigus Ab inh: inhibitors of pemphigus antibody binding to human desmoglein-3; P32926; DSG3-coupled beads, scFv-anti-DSG3-GFP binding, flow cytometry; stronger effect = lower value; binding (percent of control), % at 10 µM; 310,000 compounds, 0.48% hits;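 active = binding more than 3 SD below its plate's average and above zero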; also: some compounds called inactive have numbers as strong as hits
# Target sequence (P32926 whole entry, looked up): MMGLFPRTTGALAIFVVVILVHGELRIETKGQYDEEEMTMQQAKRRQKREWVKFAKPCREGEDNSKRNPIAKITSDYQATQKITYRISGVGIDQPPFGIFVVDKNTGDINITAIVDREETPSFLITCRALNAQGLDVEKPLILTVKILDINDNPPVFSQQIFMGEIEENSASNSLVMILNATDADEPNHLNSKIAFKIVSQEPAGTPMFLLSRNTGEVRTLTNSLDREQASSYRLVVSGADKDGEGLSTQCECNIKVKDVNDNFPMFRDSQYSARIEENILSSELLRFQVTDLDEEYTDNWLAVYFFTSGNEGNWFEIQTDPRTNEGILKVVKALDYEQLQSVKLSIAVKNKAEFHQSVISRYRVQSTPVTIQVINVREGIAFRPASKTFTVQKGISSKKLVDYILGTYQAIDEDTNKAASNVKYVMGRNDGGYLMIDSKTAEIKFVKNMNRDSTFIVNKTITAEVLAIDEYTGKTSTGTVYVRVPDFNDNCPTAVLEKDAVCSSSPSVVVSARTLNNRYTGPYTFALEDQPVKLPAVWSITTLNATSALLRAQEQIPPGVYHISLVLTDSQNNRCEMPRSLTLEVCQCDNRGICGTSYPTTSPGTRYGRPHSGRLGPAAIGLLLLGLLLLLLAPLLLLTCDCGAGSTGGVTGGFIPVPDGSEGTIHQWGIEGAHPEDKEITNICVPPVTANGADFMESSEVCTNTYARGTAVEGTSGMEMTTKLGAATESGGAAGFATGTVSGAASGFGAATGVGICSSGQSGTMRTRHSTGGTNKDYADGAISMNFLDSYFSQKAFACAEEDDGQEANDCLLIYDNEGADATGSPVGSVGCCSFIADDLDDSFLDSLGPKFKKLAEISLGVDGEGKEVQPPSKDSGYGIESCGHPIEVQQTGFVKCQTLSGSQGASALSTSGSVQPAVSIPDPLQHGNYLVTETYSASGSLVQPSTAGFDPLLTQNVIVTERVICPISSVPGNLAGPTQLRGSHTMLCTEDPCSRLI
# MOR-DOR inv ag: inverse agonist of human OPRM1-OPRD1 heterodimerization; P35372+P41143; cell-based MOR-DOR heterodimer luminescence, inverse agonism; inhibition, % at 9.3 µM; 340,000 compounds, 0.21% hits; AID 504357; in the data active = inhibition above about 22%, passing the limit was not always enough;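 also: 0% = cells with DMSO and 100% = wells without cells with DMSO; values of inactives mirror those of a sister screen read the other way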
# E coli growth: reduces bacterial viability in AddAB counter-screen; E. coli V3065 growth, OD600 absorbance, 18 h; inhibition, % at 11.9 µM; 330,000 compounds, 0.27% hits; AID 449728;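 active = inhibition above the campaign's mean inhibition across all tested compounds plus 3 SD, cut at about 9.9% in these data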;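 also: uninfected addAB+ strain grown without phage in ampicillin broth; 0% = DMSO wells and 100% = ciprofloxacin 0.95 µg/ml wells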
# * = called active by the depositor; · = no result given; & = joins results of further samples.
SMILES,PKA-R1A act,HTR5A ag,AddAB inh,Mot1-301 SUMO,PfHsp90 yeast 2,OPRM1-OPRD1 ag,HTR5A inv ag,phage Ecoli inh,Pemphigus Ab inh,MOR-DOR inv ag,E coli growth
COc1ccc(CNS(=O)(=O)c2ccc(-c3ccc(=O)[nH]n3)s2)cc1OC,10,2,2.4,5,15,-1.9,-7,-1.7,99,10,-2.9
O=C(NC1CCCCC1)c1cc2nc3c(c(C(F)(F)F)n2n1)CCCC3,6,2,4.7,-2,-5,0.1,-5,0.7,110,0,1.6
CC(=O)c1ccc(NC(=O)CSc2nc3[nH]c(=O)cc(O)c3s2)cc1,-4,-1,·,·,-9,-3.7,3,2.8,89,19,·
COc1ccccc1NC(=O)c1ccc(Cl)c(S(=O)(=O)N2CCOCC2)c1,-3,1,0.2,2,6,-2.5,-4,4.0,96,14,2.4
CCOc1ccccc1N(CC(=O)OC)S(=O)(=O)c1ccccc1,-1,0,-0.6,5,-9,-3.5,-14,2.9,108,19,0.4
O=C1Nc2ccccc2S/C1=C/c1cccs1,3,2,5.5,12,-3,1.6,23,2.1,109,-8,1.5
CC(C)Nc1cc(N2CCCC2)ccc1[N+](=O)[O-],-7,-3,1.6,30,-22,1.2,-28,2.8,88,-7,0.0
COc1cc(OC)c(N2CC(C(=O)Nc3cc(Cl)ccc3N3CCOCC3)CC2=O)cc1Cl (centres undefined),-15,-5,1.8,9,-7,-5.1,11,0.1,89,21,-1.8
N#CCCc1cccc(CCC#N)c1,-2,2,5.7,-10,-7,-3.3,-1,3.0,94,15,-1.1
CC(C)c1ccc(NC(=O)C2CC2c2ccccc2)cc1 (centres undefined),-2,2,·,0,-20,-1.0,-9,1.8,107,5,·
O=C1CC(N2CCN(Cc3ccc4c(c3)OCO4)CC2)C(=O)N1c1cccc2ccccc12 (centres undefined),-4,-3,0.9,14,-1,0.3,10,3.2,99,-1,1.8
CC(=O)NCCc1nc2ccccc2n1Cc1ccc(C)cc1,-3,1,1.3,874,-13,-1.3,-2,1.4,99,8,-1.9
CCCN1CCN(C(=O)c2ccc(F)c(S(=O)(=O)N3CCOCC3)c2)CC1,0,7,3.0,-3,4,2.9,-21,1.2,·,-12,-2.0
COc1ccc(NC2CCCN(C(=O)c3ccccc3C(F)(F)F)C2)cc1 (centres undefined),3,-1,1.3,-8,-1,0.1,5,1.4,104,-1,2.6
CCOc1ccc(N(CC(=O)N2CCCCC2)S(=O)(=O)c2ccc(Cl)cc2)cc1,10,-2,1.1,-2,-8,1.8,4,1.0,108,-12,0.1
O=C(O)CC1S/C(=N/N=C/C=C/c2ccccc2)NC1=O (centres undefined),-5&-5,1&1,0.8&0.9,-5&-3,-4&9,-1.7&-2.0,11&-2,3.3&2.8,107,9&12,-3.5&-0.3
CCOc1ccc(/C(C)=N/NC(=O)C(OC)c2ccccc2)cc1 (centres undefined),3,0,-0.5,-13,8,-0.8,-1,-1.1,105,4,-2.7
O=C(C1CCC(CNc2c(N3CCCCC3)c(=O)c2=O)CC1)N1CCN(c2ccccn2)CC1 (centres undefined),-8,-8,2.0,-5,10,-2.5,19,1.9,99,14,0.7
CCc1nc(SCC(=O)Nc2ccc3c(c2)OCCO3)c2oc3ccccc3c2n1,-6,0,7.8,12,·,-3.7,0,1.5,105,19,-1.3
CCCCCCCCCS(=O)(=O)Nc1cc(C)ccn1,-14,5,3.2,11,-1,-2.0,-13,2.7,102,10,-1.4
Cc1cc(C)c(-n2c(O)c(C=NCCN3CCOCC3)c(=O)[nH]c2=O)c(C)c1,-11,2,5.3,-17,-2,-3.7,-7,0.5,102,20,2.6
CCc1ccc2nc(N=C(N)N)nc(C)c2c1,5,-1,4.9,0,18,-0.2,3,2.0,110,1,3.1
CCc1nnc2n1N=C(c1ccc([N+](=O)[O-])cc1)CS2,-4,4,2.4,-4,-2,-1.4,-7,0.4,111,7,2.6
COc1ccccc1OCC(=O)OCc1cc(-c2ccco2)on1,9,3,0.3,-6,-6,-2.4,-12,1.8,97,12,0.3

# 6 of the entries above in order of their number in AddAB inh, high to low:
structure | AddAB inh
CCc1nc(SCC(=O)Nc2ccc3c(c2)OCCO3)c2oc3ccccc3c2n1 | 7.8
CCCCCCCCCS(=O)(=O)Nc1cc(C)ccn1 | 3.2
CCCN1CCN(C(=O)c2ccc(F)c(S(=O)(=O)N3CCOCC3)c2)CC1 | 3.0
COc1ccc(NC2CCCN(C(=O)c3ccccc3C(F)(F)F)C2)cc1 (centres undefined) | 1.3
CCOc1ccc(N(CC(=O)N2CCCCC2)S(=O)(=O)c2ccc(Cl)cc2)cc1 | 1.1
COc1ccccc1OCC(=O)OCc1cc(-c2ccco2)on1 | 0.3

# Continued:
SMILES,PKA-R1A act,HTR5A ag,AddAB inh,Mot1-301 SUMO,PfHsp90 yeast 2,OPRM1-OPRD1 ag,HTR5A inv ag,phage Ecoli inh,Pemphigus Ab inh,MOR-DOR inv ag,E coli growth
Cc1ccc2[nH]c(C(=O)N/N=C/c3ccccc3C(=O)O)c(-c3ccccc3)c2c1,-19,7,1.3,23,-18,1.4,-23,1.8,100,-6,-0.9
O=C(NCCCCc1ccccc1)C1CC(c2cc(C(F)(F)F)cc(C(F)(F)F)c2)=NO1 (centres undefined),0,-6,4.3,17,14,-1.2,15,3.2,103,7,1.0
CC1CCc2c(sc(NC(=O)c3nc4ncccn4n3)c2C#N)C1 (centres undefined),-1,-2,-2.8,-4,-11,-1.6,5,3.3,93,9,-2.5
Cc1cc(NC(=O)CSc2nc3ccc(Cl)cc3[nH]2)no1,-6,-2,4.5,-29,·,2.3,-6,7.2,108,-13,6.8
O=C(CN(c1ccc(F)cc1)S(=O)(=O)c1ccc2c(c1)OCCO2)NCC1CCCO1 (centres undefined),-7,-1,0.3,-7,10,-0.1,0,0.9,·,1,1.3
Cc1cc(C(F)(F)F)n(-c2nc(C(=O)NN)cs2)n1,-8,4,-0.5,-19,-10,-1.1,-10,-2.2,110,6,0.0
O=C(Nc1nnc(-c2ccncc2)o1)c1cccc(N2C(=O)CCC2=O)c1,8,1,2.3,-6,-3,-1.0,-4,-2.5,·,5,1.0
COC(=O)C1CN(C(=O)c2ccc(OC(F)F)cc2)c2ccccc2O1 (centres undefined),-6,0,5.5,11,-40,0.9,0,2.2,123,-8,0.9
O=C(Nc1ccc(-c2csnn2)cc1)C(Cl)(Cl)Cl,-10,4,2.6,64,29,0.5,-11,0.5,105,-3,3.7
CCn1ccnc1CN(C)Cc1cn(-c2ccc(C)cc2)nc1-c1cccc(C)c1,0,0,-3.0,25,15,9.9,1,-4.8,115,-47,-1.5
CCCCN(C)C(=O)c1cn(-c2cccc(OC)c2)c(=O)c2ccccc12,-3,-5,-1.2,-1,23,-3.0,17,-0.6,99,14,1.8
O=C(Nc1nc(-c2ccccc2)cs1)c1cccc([N+](=O)[O-])c1C(=O)O,-3,0,2.9,2,-4,-4.0,1,2.2,93,20,1.5
COc1ccc(NCC(O)Cn2cnc3c2c(=O)n(C)c(=O)n3C)cc1 (centres undefined),-8,-2,5.7,0,1,0.6,-15,2.0,124,-3,-0.1
CCCCN(CC)CCNC(=O)Cn1cnc2sc(C)c(S(=O)(=O)N3CCC(C)CC3)c2c1=O,2,3,3.5,-10,15,-2.0,-9,0.6,104,11,-0.9
C=CCNC(=O)C1CC1(c1ccc(C)cc1)c1ccc(C)cc1 (centres undefined),-13,-4,6.5,54,3,-3.5,-21,2.3,101,17,0.5
CCOC(=O)c1ccc(NC(=S)N(CCN2CCCCCC2)Cc2cccs2)cc1,-10,0,2.8,-11,6,-0.9,-1,2.0,103,5,-1.4
Clc1cncc(Cl)c1NNc1c2ccccc2nc2ccccc12,-11,0,7.0,1,15,2.3,-33,3.9,83,-14,1.6
CCCn1c2ccc(F)cc2c2nnc(SCCN3CCOCC3)nc21,-9,-1,·,76,-6,-3.0,4,-1.8,118,13,·
Cc1ccccc1NC(=O)c1c(C)nc(SCC(=O)OCc2ccccc2)c(C#N)c1-c1ccc(F)cc1,4,3,2.3,-6,-14,0.3,8,3.1,98,-2,2.9
CC(C)CNS(=O)(=O)c1cc(C(=O)OC2CCOC2=O)c(Cl)cc1Cl (centres undefined),-4,4,2.0,11,11,-1.4,-11,3.8,115,7,-0.4
O=C(N/N=C/C(Cl)=C/c1ccccc1)c1ccccc1F,0,-3,2.2,-2,-7,-1.5,16,2.2,72,9,0.1
N#C/C(=C(/O)CCl)c1nc(-c2ccccc2)cs1,3,0,-0.5,-16,-6,-2.2,-16,-1.5,103,12,-2.1
Cc1noc(C)c1COC(=O)c1cc(=O)[nH]c2ccccc12,-2,-1,3.4,-12,-21,-3.1,12,1.7,97,13,1.4
Cc1ccc(S(=O)(=O)N2CCCCC2)cc1NC(=O)COC(=O)C1(C)CC1(Cl)Cl (centres undefined),3,2,1.8,·,-1,0.8,-4,2.1,·,-3,-0.3
COc1cc(-c2c(C#N)c(N)nc3c2CCCC3)ccc1O,-3,3,2.9,-4,-8,1.2,9,1.3,107,-5,-0.1
CN1C2CCC1CC(NC(=O)c1ccc([N+](=O)[O-])cc1)C2 (centres undefined),-6,3,-0.6,11,-15,-1.9,-9,2.3,111,9,-1.8
COc1ccc(CNC(=O)COc2ccc(F)cc2)cc1,-2,-2,-1.4,-19,-8,-3.0,7,-0.5,102,16,0.0
COc1ccc(C(=O)NC(=S)Nc2ccc(CN3CCOCC3)cc2)cc1Br,-4,-4,3.5,42,2,0.9,14,0.5,·,-5,-2.2
CN(Cc1c(C(=O)N/N=C/c2cc(F)ccc2F)nnn1-c1nonc1N)C1CCCCC1,6,-2,5.5,-50,-14,-1.8,8,2.8,·,9,1.1
O=C(Cn1cc(C(F)(F)F)cc(Cl)c1=O)Nc1ccc(N2CCOCC2)cc1,-2,-1,6.0,10,-11,-0.2,35,1.1,109,1,0.4

# Compound profiles, as listed above:
# Results for `O=C(Nc1nc(-c2ccccc2)cs1)c1cccc([N+](=O)[O-])c1C(=O)O` → PKA-R1A act = -3; HTR5A ag = 0; AddAB inh = 2.9; Mot1-301 SUMO = 2; PfHsp90 yeast 2 = -4; OPRM1-OPRD1 ag = -4.0; HTR5A inv ag = 1; phage Ecoli inh = 2.2; Pemphigus Ab inh = 93; MOR-DOR inv ag = 20; E coli growth = 1.5
# Results for `O=C(O)CC1S/C(=N/N=C/C=C/c2ccccc2)NC1=O` (centres undefined) → PKA-R1A act = -5&-5; HTR5A ag = 1&1; AddAB inh = 0.8&0.9; Mot1-301 SUMO = -5&-3; PfHsp90 yeast 2 = -4&9; OPRM1-OPRD1 ag = -1.7&-2.0; HTR5A inv ag = 11&-2; phage Ecoli inh = 3.3&2.8; Pemphigus Ab inh = 107; MOR-DOR inv ag = 9&12; E coli growth = -3.5&-0.3

# Source: PubChem
